EP2 antag = inhibitors of human EP2 prostaglandin E2 receptor; AID 1422; 260,000 compounds, 0.52% hits; C6 glioma cells expressing human EP2, cAMP TR-FRET; cells stimulated with saturating PGE2; P43116; inhibition, % at 25 µM;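 active means percent inhibition above 40 after rounding to a whole number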;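 further: rat C6 glioma host cells with rolipram phosphodiesterase inhibitor present; the protocol text gives 20 µM as final concentration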
Target sequence (P43116 whole entry, looked up): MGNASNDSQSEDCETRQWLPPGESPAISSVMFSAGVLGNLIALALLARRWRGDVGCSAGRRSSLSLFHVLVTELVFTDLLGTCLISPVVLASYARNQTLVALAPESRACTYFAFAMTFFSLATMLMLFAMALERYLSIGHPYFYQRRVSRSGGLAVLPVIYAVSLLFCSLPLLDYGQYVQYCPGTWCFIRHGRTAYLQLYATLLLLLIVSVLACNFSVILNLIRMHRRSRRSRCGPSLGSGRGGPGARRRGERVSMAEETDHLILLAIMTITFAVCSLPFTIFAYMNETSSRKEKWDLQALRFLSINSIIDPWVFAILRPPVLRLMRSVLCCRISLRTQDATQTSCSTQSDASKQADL
PPC-1+TRAIL kill = compounds killing PPC-1 cancer cells with TRAIL present (potentiator screen, no TRAIL-free arm); PPC-1 cells + TRAIL, ATPLite viability luminescence; cell killing (% activity), % at 4 µM; 220,000 compounds, 0.41% hits; AID 1443;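 active means cell killing above 50% in the first pass at 4 µM, then a duplicate retest at 5 µM averaging 50% or more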;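 further: plate controls were cells with TRAIL plus DMSO for no effect and medium-only wells lacking cells for full effect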
CHOP inh = CHOP inhibition in unfolded protein response | CHO-K1 CHOP-promoter luciferase, tunicamycin-induced, 15-18 h | inhibition, % at 10 µM | 220,000 compounds, 3.8% hits;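 active means compounds that reduced the stress-induced luciferase reporter signal by more than about 70% of percent inhibition, limit read from the data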;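 further: 0% = tunicamycin plus vehicle and 100% = wells without tunicamycin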
TNF death inh = inhibitors of TNF-alpha induced necroptosis in Jurkat FADD-/- cells; Jurkat FADD-/- TNF necroptosis rescue, ATP luminescence, 24 h; 0 = TNF only, 100 = no-TNF cells; activation (protection from cell death), % at 10 µM; 220,000 compounds, 0.068% hits; AID 463075;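 active means activation, meaning protection from cell death, of at least 50% relative to plate controls; inactive means activation below 50%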;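 further: necroptosis triggered by 40 ng/mL TNF-alpha added together with compound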
Wee1 stabilizer = inhibitors of human Wee1 degradation; HeLa Luc-Wee1K328M stability, luciferase luminescence; 100% = proteasome inhibitor MG132 effect; reporter increase, % at 5 µM; 220,000 compounds, 1.2% hits; AID 1321;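 active means activation above the mean of all tested compounds plus 3 SD, set per screening run, cut at about 8.8% in these data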;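 further: cells exposed to compound for 20 h before luminescence read; 0% = DMSO alone and 100% = MG132 at 30 µM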
Target sequence (P30291 whole entry K328M): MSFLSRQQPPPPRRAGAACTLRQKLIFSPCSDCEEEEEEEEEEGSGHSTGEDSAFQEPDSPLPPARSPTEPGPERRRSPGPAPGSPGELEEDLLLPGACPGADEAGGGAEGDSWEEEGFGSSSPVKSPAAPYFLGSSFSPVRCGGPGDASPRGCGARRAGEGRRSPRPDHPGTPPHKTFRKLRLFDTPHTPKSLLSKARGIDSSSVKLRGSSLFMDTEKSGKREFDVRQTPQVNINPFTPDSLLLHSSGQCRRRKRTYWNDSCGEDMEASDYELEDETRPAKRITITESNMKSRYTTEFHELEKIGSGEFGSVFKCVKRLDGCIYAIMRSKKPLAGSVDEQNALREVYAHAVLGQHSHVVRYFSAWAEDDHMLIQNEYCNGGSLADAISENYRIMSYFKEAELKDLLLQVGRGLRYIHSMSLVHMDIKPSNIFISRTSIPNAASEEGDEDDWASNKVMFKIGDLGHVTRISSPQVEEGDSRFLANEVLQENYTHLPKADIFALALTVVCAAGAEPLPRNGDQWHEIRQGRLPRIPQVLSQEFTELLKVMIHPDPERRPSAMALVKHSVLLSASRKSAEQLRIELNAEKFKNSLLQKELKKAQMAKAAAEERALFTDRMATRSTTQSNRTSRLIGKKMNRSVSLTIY
FXIa inh 1536 = inhibitors of human coagulation factor XIa | P03951 | purified FXIa, Boc-Glu-Ala-Arg-AMC fluorogenic substrate | inhibition, % at 5 µM | 220,000 compounds, 0.14% hits | AID 798;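 active means inhibition of at least 40%; inactive means inhibition below 40%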;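 further: fluorescence of freed AMC excited at 355 nm; 0% = enzyme without compound and 100% = no enzyme blank; many of its hits are not listed in these tables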
Tb hexokinase = blocks Trypanosoma brucei hexokinase 1 activity; recombinant TbHK1, G6PDH-coupled NADH A340; inhibition, % at 10 µM; 220,000 compounds, 0.11% hits;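 active means inhibition of 50% or more in the single-dose primary screen; inactive means inhibition below 50%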
L929 necroptosis = L929 zVAD cell death inhibition; L929 zVAD necroptosis rescue, ATP luminescence, 24 h; with zVAD 60 µM; 220,000 compounds, 0.38% hits; viability rescue, % at 10 µM; AID 1377;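 active means activation, scaled between plate controls, above about 75%, limit read from the data; inactive means activation under that limit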;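 further: 0% = zVAD with DMSO and 100% = DMSO alone without zVAD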
FXIIa inh 1536 = inhibitors of human coagulation factor XIIa; P00748; purified FXIIa, Boc-QGR-AMC fluorogenic substrate, 2 h; inhibition, % at 5 µM; 220,000 compounds, 0.3% hits; AID 800; in the data active means inhibition above about 40%;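 further: 0% = enzyme with no compound and 100% = blank without enzyme; many of its hits are not listed in these tables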
The depositor's hits bear a star; nt = not tested or not shown; & = joins results of further samples.

molecule	EP2 antag	PPC-1+TRAIL kill	CHOP inh	TNF death inh	Wee1 stabilizer	FXIa inh 1536	Tb hexokinase	L929 necroptosis	FXIIa inh 1536
COc1cc(C)nc(NS(=O)(=O)c2ccc(C)cc2)n1	11	22	5	-0.1	-3	-7	0	0.0	-9
CC1(C)Cc2c(cnn2-c2ccccc2)C(=O)/C1=N\NC(=O)c1ccncc1	5	nt	nt	0.5	0	nt	-8	0.2	nt
CC1=C(C#N)C(/C=N/OCc2ccc(Cl)cc2)CC(=O)N1 (stereo not given)	6	-8	30	2.6	1	-1	-3	0.7	5
COCC(C)n1c(SCC(=O)NNC(=O)c2ccc(F)cc2)nc2ccccc2c1=O (stereo not given)	4	5	31	3.5	2	-1	-6	0.3	8
COC(=O)c1nnn(-c2cc(Cl)cc(Cl)c2)c1C(=O)OC	12	23	8	-0.8	-2	-3	-5	0.2	5
O=C(NNC(=S)NC1CCCCC1)c1cccc(S(=O)(=O)Nc2ccccc2Cl)c1	6	-8	1	1.4	-4	6	24	1.0	7
Cc1cccc(N2CCN(C(=O)c3cc4ccccc4oc3=O)CC2)c1C	9	8	21	-2.1	-2	-8	-12	2.7	-4
CC1(C)C(=O)C2(CCCCC2)C(=O)OC1c1ccc(O)cc1 (stereo not given)	8	19	6	-2.7	3	-4	1	0.5	1
CNC(=O)NC(=O)C(C)OC(=O)c1cc2c(s1)CCCCC2 (stereo not given)	7	-9	51	0.0	3	-7	-4	3.4	4
O=C(NCCCN1CCOCC1)c1sc2cc(Cl)ccc2c1Cl	10	10	37	6.1	7	-1	-4	61	11
CCCCN(CCCC)CC(O)COc1ccccc1C(=O)Nc1ccccc1 (stereo not given)	-2	14	47	1.3	0	3	24	-1.1	9
CCOC(=O)c1ccc(S(=O)(=O)NC2CCCCCCC2)n1C	8	-8	41	-1.3	1	1	6	0.4	6
O=C(/C=C/c1ccco1)NC(=S)Nc1nc(-c2ccc3ccccc3c2)cs1	4	9	-49	0.4	5	9	-28	0.6	15
N=c1n(CCN2CCOCC2)c2ccccc2n1CC(O)COc1ccccc1 (stereo not given)	6	16	-13	-1.0	-4	-2	6	-0.3	13
CCOc1ccc(/C(O)=C2\C(=O)C(=O)N(c3ccc(OC)cc3)C2c2ccccc2[N+](=O)[O-])cc1 (stereo not given)	12	22	-9	0.9	0	3	-25	1.1	3
CC(=O)N=c1c(C#N)cc2c(=O)n3ccccc3nc2n1Cc1ccccc1	3	30	17	0.7	0	0	-3	-0.2	4
CCSc1nnc(NC(=O)COc2ccc3ccccc3c2)s1	13	16	65	-0.7	1	-7	-6	0.0	9
N#Cc1c(NCCO)nc(NCc2ccccc2)c2c1CCN(Cc1ccccc1)C2	11	12	-5	-3.3	2	2	-11	-0.4	12
Cc1ccc(-n2c(SCC(=O)Nc3cccc(S(N)(=O)=O)c3)nc3ccccc32)cc1	9	-16	65	0.3	1	12	25	0.2	9
C=CCn1c(NCc2ccc3c(c2)OCO3)nc2ccccc21	11	-22	-25	2.2	0	20	6	-0.5	31

Exported as labelled records: part of the list above
CNC(=O)NC(=O)C(C)OC(=O)c1cc2c(s1)CCCCC2 (stereo not given)
  EP2 antag = 7
  PPC-1+TRAIL kill = -9
  CHOP inh = 51
  TNF death inh = 0.0
  Wee1 stabilizer = 3
  FXIa inh 1536 = -7
  Tb hexokinase = -4
  L929 necroptosis = 3.4
  FXIIa inh 1536 = 4
C=CCn1c(NCc2ccc3c(c2)OCO3)nc2ccccc21
  EP2 antag = 11
  PPC-1+TRAIL kill = -22
  CHOP inh = -25
  TNF death inh = 2.2
  Wee1 stabilizer = 0
  FXIa inh 1536 = 20
  Tb hexokinase = 6
  L929 necroptosis = -0.5
  FXIIa inh 1536 = 31

Next part.
molecule	EP2 antag	PPC-1+TRAIL kill	CHOP inh	TNF death inh	Wee1 stabilizer	FXIa inh 1536	Tb hexokinase	L929 necroptosis	FXIIa inh 1536
Cc1cc(C)n(-c2ccc(C(=O)NC3=NCCS3)cc2)n1	2	nt	21	-1.1	1	-1	3	1.2	4
O=[N+]([O-])c1ccc(N2CCCCCC2)c([N+](=O)[O-])c1	4	-11	24	0.1	0	2	-11	4.4	13
COc1ccccc1N1CCN(C(=O)Nc2ccc(F)c(Cl)c2)CC1	5	6	26	2.6	0	1	3	2.4	5
COC(=O)COc1cccc(NC(=O)c2ccc(Cl)cc2)c1	7	5	15	0.7	-2	-8	-1	5.8	nt
CCNc1oc(COc2ccccc2F)nc1C#N	6&6	-1	57	-1.9	0	2	-2	-0.2	8
CCOc1ccc(CCNC(=O)CCN2C(=O)COc3ccccc32)cc1OCC	10	7	5	-0.4	2	-3	-2	1.2	17
CCc1oc2ccccc2c1C(=O)CCN1CCCCC1	4	13	-32	1.0	-1	-8	0	-0.3	8
CCc1ccc(CN2CCCC(CNS(=O)(=O)c3ccc(OC)cc3)C2)cc1 (stereo not given)	1	0	6	2.5	2	23	11	0.2	5
O=C(Cn1cccc1C(=O)c1ccccc1)NCc1ccc(Cl)cc1	5	12	-6	-1.0	0	-6	0	2.1	7
CCc1ccccc1OCCCCN1CCCC1	nt	16	3	2.1	-1	0	-2	0.0	17
Cc1ccc(-c2cc(C(=O)N3CCN(c4ncccn4)CC3)c3ccccc3n2)cc1	15	44	49	-11	-1	-3	-9	-0.1	7
O=C(CCCc1c[nH]c2ccccc12)Nc1ccc2ccccc2c1	27	12	25	-0.7	-1	5	6	1.4	5
CCN(CC)S(=O)(=O)c1ccc(Cl)c(NC(=O)COC(=O)c2cc(-c3ccccc3Cl)nc3ccccc23)c1	3	23	27	0.8	-2	-1	-12	0.7	2
COc1ccc(N(CCCN2C(=O)c3cccc4cccc(c34)C2=O)C(=O)c2cccs2)cc1	12	8	4	0.6	0	-6	-10	-0.7	2
O=C1/C(=C/c2ccncc2)SC(=S)N1C1CCCCC1	10	12	17	-3.3	-1	21	-9	-0.1	19
Cc1cnc(NC(=O)c2cc3c(C)nn(-c4ccccc4)c3s2)s1	3	5	86*	0.8	4	-4	-16	0.3	6
Cc1ccc(C(=O)NCCN(C)C)cc1C	10	16	14	0.0	-1	2	-8	0.0	-16
Clc1ccc(-n2nnnc2-c2ccccc2)cc1Cl	11	6	32	-0.6	-1	-2	-10	-1.6	20
Cc1cccc(N2C(=O)CS/C2=N\NC(=O)c2cccnc2)c1C	11	nt	6	0.1	-2	-2	-2	2.2	8
COc1cc2c(cc1/C=C/C(=O)O)OC(C)C2 (stereo not given)	7	21	3	0.5	4	-5	-19	-0.3	-3
COC(=O)/C(C#N)=C/c1c(Oc2cc(C)cc(C)c2)nc2c(C)cccn2c1=O	14	26	46	-1.0	-1	5	35	1.3	10
C/C(=N\NC(=O)CCCCCNC(=O)c1ccccc1)c1ccccc1O	3	2	3	-0.1	-1	6	-6	nt	12
O=C(Nc1nnc(C2CC2)s1)c1ccccn1	6	45	28	-3.1	0	7	-9	0.1	13
O=C(NCc1cccc(Cl)c1)c1ccc(-c2csnn2)cc1	19	1	18	8.5	-3	-10	2	5.1	4
O=S1CCCSC1c1cccnc1 (stereo not given)	8	-8	50	-0.1	5	-15	3	-0.1	15
Cn1nc([N+](=O)[O-])nc1Sc1ccc(C(C)(C)C)cc1	nt	3	47	6.2	-3	-1	4	0.8	14
COc1ccc(C(NC(=O)C(C)C)c2ccc3cccnc3c2O)cc1 (stereo not given)	12	43	79*	-21	-1	-2	-4	15	5
CCOc1ccc(C(=O)N/N=C/c2cc([N+](=O)[O-])cs2)cc1	6	0	-14	-0.6	-1	5	-12	0.3	4
CN(C)Cc1cc(CN(C)C)c(O)c(CCc2ccccc2)n1	6	-8	-2	-0.7	-1	0	-6	2.1	9
CSc1nc(S(=O)(=O)c2ccccc2)c(Cl)s1	12	1	10	-1.2	0	1	3	1.4	6
CC1(C)CC(=O)CC(C)(C)N1OC(=O)c1ccco1	15	-7	38	0.4	0	0	-4	0.4	19
COCCOC(=O)/C(=C\c1cc(C(C)(C)C)c(O)c(C(C)(C)C)c1)C(C)=O	6	-10	-8	-3.8	-2	4	-31	2.1	7
CCC(=O)Nc1ccc2c(c1)ncn2-c1ccc(OC)cc1	12	23	20	2.9	-1	4	2	81*	7
Nc1nc2nc(-c3ccc(OCc4ccccc4)cc3)cc(C(F)(F)F)n2n1	3	11	63	-1.9	-2	-5	-18	0.7	15
CCOc1ccc(S(=O)(=O)Nc2cc(OC)c(OC)cc2C(=O)O)cc1	3	41	16	-0.1	2	-7	1	0.5	5
CCOC(=O)c1sc2nc(N3CCOCC3)c3c(c2c1N)CCN(Cc1ccccc1)C3	9	-1	17	1.1	-1	-2	-21	0.0	-11
CN(C)/C=C/C(=O)c1ccc(Cl)s1	8	35	-3	-0.3	0	4	-27	1.3	12
Cn1cccc1Cc1nnc(SCC(=O)N2CCOCC2)n1-c1ccc(F)cc1	8	10	-5	0.3	-2	-11	-1	0.1	-4
O=C/C(=C\Nc1ccc(Cl)cn1)c1nc2cc(Cl)ccc2o1	4	15	75*	-0.1	-2	2	-16	1.2	12
CCCc1nnc(SCC(=O)N2CCCCC2C)n1CCOC (stereo not given)	12&8	-22	6	0.5	-3	4	0	-0.1	6
Fc1ccc(Cn2nnc(-c3ccc(CN4CCOCC4)cc3)n2)cc1	10	5	-2	-0.9	0	4	2	-0.1	-8
O/N=C/c1ccc(-c2ccccc2OC(F)(F)F)o1	12	8	17	-2.6	2	0	-5	1.9	8
CC(=O)Nc1ccc(S(=O)(=O)c2ccc(C)cc2)cc1	7	7	5	4.4	6	-4	-1	2.1	-4
O=C(CSc1nnc(-c2ccoc2)o1)N1CCOCC1	6	35	6	-2.7	0	26	2	0.2	15
CCC(C)NCCCOc1cc(Cl)ccc1Cl (stereo not given)	12	17	52	0.3	1	0	3	-0.2	13
Cc1ccc(S(=O)(=O)N(CC(=O)O)Cc2ccccc2F)cc1	9	-11	20	-0.4	-2	2	-4	0.7	10
COc1ccc2sc(/C=C/c3ccccc3O)[n+](C)c2c1	6	-17	-13	1.1	-2	3	-3	-0.5	8
C#CCOCCOCCOCCNc1nc(N2CCN(C(=O)[C@H]([C@@H](C)O)n3cc(CCCCN)nn3)CC2)nc(N2CCN(C(=O)[C@H]([C@@H](C)CC)n3cc(CCCN=C(N)N)nn3)CC2)n1	11	21	7	2.6	-3	6	6	6.1	12
COc1cccc(C(=O)N(Cc2ccccc2)Cc2cc3cc4c(cc3[nH]c2=O)OCCO4)c1	6	26	7	-0.8	4	-2	-2	0.1	11
CCOC(=O)CCC(=O)O[C@H]1[C@H](O[C@@H]2[C@@H](C)[C@H](O[C@H]3C[C@@](C)(OC)[C@@H](O)[C@H](C)O3)[C@@H](C)C(=O)O[C@H](CC)[C@@](C)(O)[C@H](O)[C@@H](C)C(=O)[C@H](C)C[C@@]2(C)O)O[C@H](C)C[C@@H]1N(C)C	11&14	2	-25	1.2	-3	10	-1	1.9	16
CCOc1ccc(CN2CCN(Cc3ccsc3)C(CCO)C2)cc1CO (stereo not given)	2	16	2	1.2	-1	3	-1	0.4	7
CCOc1ccccc1C(=O)Nc1nn[nH]n1	5	33	26	-0.2	4	-6	-2	1.4	-7
CCCOc1ccc(C(=O)C(CN2CCOCC2)c2ccccc2)cc1 (stereo not given)	16	12	-8	-8.9	-1	6	1	0.2	10
CCc1ccc(S(=O)(=O)/N=C2\C=CC(=O)c3ccccc32)cc1	23	12	-30	-0.7	-2	-6	-3	3.5	5
Cc1cc(C)c(NC(=O)CSc2nc3ccc(NC(=O)CSc4nnnn4Cc4ccccc4)cc3s2)c(C)c1	4	nt	nt	-1.6	2	nt	-4	-0.3	nt

Screening data from PubChem BioAssay.

This is a subset, so the mix of outcomes need not match the whole.
